NPC1 promoter act = qHTS Assay for NPC1 Promoter Activators; Huh7 NPC1 promoter luciferase reporter, 24 h; AID 485313, 2010; Potency, µM (doses to about 9.22 µM), without a hit: at the highest dose activation, hits mostly activators; actives 2.4% (n = 320,000);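 note: potency is the fitted concentration of half-maximal effect; % of control where 0% means no effect; nearly all actives have a fitted effect of over 60% in size; reporter is driven by a mutant NPC1 promoter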
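Huh7 cells stably carrying NPC1 promoter–luciferase, plated in Opti-MEM with 10% FBS for 2 h, were exposed to compound in DMSO for 24 h at 37 °C; luciferase reagent was added for 10 min and luminescence read.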
Tb PFK inh = qHTS Assay to Find Inhibitors of T. brucei phosphofructokinase; ATP-dependent 6-phosphofructokinase (Trypanosoma brucei brucei), O15648; T. brucei PFK, ADP-Glo luminescence; Potency, µM (titrated, usually from 57.5 µM), for the others: at the highest dose activity, negative = inhibition, most hits filed as inhibitors; actives 0.17% (n = 330,000); AID 485367, 2010;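 note: potency is the fitted concentration of half-maximal effect; 0% = uninhibited 1x PFK enzyme wells and -100% = no-enzyme wells; nearly all actives have a fitted effect of over 60% in size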
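PFK 1.25 nM, F6P 0.5 mM, ATP 0.1 mM, 0.1 M TEA pH 8.0, 5 mM MgCl2, 0.01% Tween20, 0.1% BSA; 45 min RT. ADP-Glo readout. qHTS titration up to 57 uM; curves fitted, compounds curve-classed.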
p53 reactivator = qHTS assay for re-activators of p53 using a Luc reporter. AID 504706, 2011. actives 0.063% (n = 320,000). Potency, µM (doses to about 92.2 µM), inactives show top-dose activity change, positive = activation, most hits filed as activators. H1299 p53-A138V BP100-luciferase reporter, luminescence, 24 h; note: potency is the fitted concentration of half-maximal effect; % of control where 0% means no effect; nearly all actives have a fitted effect of over 45% in size
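p53-null H1299 cells stably carrying temperature-sensitive p53-A138V and a BP100-luciferase reporter were pinned with compounds (4-point, 1:5 series) and held 24 hrs at 37 deg C. Luminescence was read 10 min after detection reagent.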
ELG1 DNA repair = qHTS screen for small molecules that inhibit ELG1-dependent DNA repair in human embryonic kidney (HEK293T) cells expressing luciferase-tagged ELG1; HEK293T ELG1-luciferase reporter, luminescence, 16 h; DNA damage induced by 5-fluorouridine; Potency, µM (top dose mostly 46.1 µM), for the others: at the top dose activity change, negative = inhibition, actives largely listed as inhibitors; actives 2.3% (n = 330,000); AID 504467, 2011; note: potency is the fitted concentration of half-maximal effect; % is set by controls: 0 for no effect and ±100 for the full control effect; nearly all actives have a fitted effect of over 55% in size
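DMSO vehicle served as the neutral condition. Each well held 2,000 cells given 5-fluorouridine plus compound; after 16 hr at 37 °C/5% CO2, ONE-Glo was added and luciferase measured 30 min later.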
TRPV1 agonist = HTS Assay for Compounds that Act as Agonists of the Vanilloid Receptor 1 | Transient receptor potential cation channel subfamily V member 1 (Homo sapiens), Q8NER1 | TRPV1-expressing cells, Fluo-8 calcium influx, agonist mode | activation, % at 8.33 µM | actives 0.19% (n = 320,000) | AID 540275, 2011; in the data active = activation above about 80%; inconclusive = between about 30% and that limit; note: 0% is about no effect
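Fluo-8 calcium influx in TRPV1-expressing cells, kinetic read (ex 480/em 520 nm). Compound added and read 3 min for agonist activity, followed by capsaicin at EC20 final and 2 min further read for enhancement.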
VP16 counter = VP16 counterscreen qHTS for inhibitors of ROR gamma transcriptional activity; Drosophila S2 Gal4-VP16 UAS-luciferase, luminescence, 20 h; Potency, µM (top dose mostly 53.6 µM), for the others: at the top dose activity, negative = inhibition, usual class: inhibitors; actives 3.5% (n = 310,000);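 note: Gal4-VP16 expression switched on by copper sulfate through the metallothionein promoter; potency is the fitted concentration of half-maximal effect; % is set by controls: 0 for no effect and ±100 for the full control effect; nearly all actives have a fitted effect of over 50% in size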
ELG1 genotoxic = qHTS screen for small molecules that induce genotoxicity in human embryonic kidney (HEK293T) cells expressing luciferase-tagged ELG1 | HEK293T ELG1-luciferase reporter, luminescence, 16 h | Potency, µM (series often up to 46 µM), for inactives: top-dose activity change, positive = activation, hits mostly activators | actives 1.3% (n = 330,000) | AID 504466, 2011; note: potency is the fitted concentration of half-maximal effect; % of control where 0% means no effect; nearly all actives have a fitted effect of over 60% in size
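Genotoxic stress is detected as increased luminescence from luciferase-tagged ELG1 in HEK293T cells, measured with ONE-Glo after a 16 hr treatment at 37 °C.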
Rab9 prom act = qHTS Assay for Rab9 Promoter Activators; Huh7 Rab9 promoter-luciferase reporter, luminescence, 24 h; Potency, µM (doses to about 9.22 µM), inactives show at the highest dose activation, negative = inhibition, usual class: activators; actives 2.8% (n = 320,000); AID 485297, 2010; note: potency is the fitted concentration of half-maximal effect; % of control where 0% means no effect; nearly all actives have a fitted effect of over 60% in size
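Steps: seed 1500 Huh7 Rab9-luc cells per well, rest 2 h at 37 °C; add compound in DMSO; incubate 24 h; add luciferase reagent, 10 min ambient; read luminescence.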
FLuc counter = qHTS profiling assay for firefly luciferase inhibitor/activator using purifed enzyme and Km concentrations of substrates (counterscreen for miR-21 project) | actives 6.9% (n = 360,000) | Potency, µM (highest dose often 57.5 µM), for inactives: top-dose activity change, negative = inhibition, actives largely listed as inhibitors | purified FLuc, Km substrates, luminescence inhibition;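 note: potency is the fitted concentration of half-maximal effect; plate controls were vehicle for no effect and reference inhibitor for full effect; nearly all actives have a fitted effect of over 55% in size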
Target sequence (P08659 whole entry, looked up): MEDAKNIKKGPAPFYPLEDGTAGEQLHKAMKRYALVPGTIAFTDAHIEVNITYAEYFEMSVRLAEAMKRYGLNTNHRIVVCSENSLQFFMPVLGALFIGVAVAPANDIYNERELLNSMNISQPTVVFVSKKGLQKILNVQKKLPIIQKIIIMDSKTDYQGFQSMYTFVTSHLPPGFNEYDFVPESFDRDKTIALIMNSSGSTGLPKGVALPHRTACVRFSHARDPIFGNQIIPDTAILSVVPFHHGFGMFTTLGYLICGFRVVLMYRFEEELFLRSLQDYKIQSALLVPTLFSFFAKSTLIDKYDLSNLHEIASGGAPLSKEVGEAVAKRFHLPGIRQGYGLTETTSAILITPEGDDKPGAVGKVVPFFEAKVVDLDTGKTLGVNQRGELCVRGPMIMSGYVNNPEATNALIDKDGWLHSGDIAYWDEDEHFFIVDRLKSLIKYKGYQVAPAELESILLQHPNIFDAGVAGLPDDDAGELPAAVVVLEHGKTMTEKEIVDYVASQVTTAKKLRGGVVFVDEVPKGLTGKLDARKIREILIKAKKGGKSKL
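Biochemical qHTS of compounds, final roughly 60 µM downward over six points, against 10 nM purified firefly luciferase using Km concentrations of substrates (10 uM D-luciferin, 10 uM ATP) in Tris acetate pH 7.5 buffer; luminescence output.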
BRCA1 expr act = qHTS Assay to Identify Small Molecule Activators of BRCA1 Expression; Potency, µM (doses to about 46.1 µM), for the others: top-dose activation, usual class: activators; actives 1.1% (n = 380,000); AID 624202, 2012; MCF7-BRCA1-FFLuc reporter, luminescence, 48 h; response scale: scaled: vehicle 0%, 10 µM genistein 100%; note: potency is the fitted concentration of half-maximal effect; nearly all actives have a fitted effect of over 80% in size; some results filed as inactive show a strong effect at the top dose
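Compounds are tested at multiple concentrations on MCF7 BRCA1-luciferase reporter cells seeded at 2000 per well; after 48 h, a single luminescence end-point is taken and curves fitted to the normalized data.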
RORgamma inh = qHTS for inhibitors of ROR gamma transcriptional activity; Potency, µM (titrated, usually from 53.6 µM), for the others: at the highest dose activity change, negative = inhibition, usual class: inhibitors; Drosophila S2 Gal4-RORgamma UAS-luciferase reporter, 20 h; actives 5.4% (n = 310,000); AID 2551, 2010; note: potency is the fitted concentration of half-maximal effect; % is set by controls: 0 for no effect and ±100 for the full control effect; nearly all actives have a fitted effect of over 60% in size
Target sequence (P51450 whole entry, looked up, the tested form may be a part): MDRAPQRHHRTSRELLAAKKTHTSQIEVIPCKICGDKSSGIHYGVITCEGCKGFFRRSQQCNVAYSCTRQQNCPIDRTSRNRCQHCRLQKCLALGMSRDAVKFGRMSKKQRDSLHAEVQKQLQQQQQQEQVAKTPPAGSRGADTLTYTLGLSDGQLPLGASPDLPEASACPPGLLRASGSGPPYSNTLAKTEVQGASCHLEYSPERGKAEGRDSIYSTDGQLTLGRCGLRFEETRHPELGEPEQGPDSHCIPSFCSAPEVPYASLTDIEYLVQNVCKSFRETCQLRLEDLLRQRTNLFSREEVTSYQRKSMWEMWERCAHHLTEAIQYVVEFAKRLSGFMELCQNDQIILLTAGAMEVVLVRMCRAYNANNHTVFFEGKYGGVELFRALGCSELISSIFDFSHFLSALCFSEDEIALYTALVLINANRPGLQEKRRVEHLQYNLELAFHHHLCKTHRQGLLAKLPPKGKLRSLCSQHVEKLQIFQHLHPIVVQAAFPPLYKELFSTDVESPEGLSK
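Luminescence from a UAS-regulated Photinus luciferase reporter in stably transfected Drosophila Schneider cells is measured; decreased signal marks ROR gamma inhibition. Fusion expression is induced by 700 uM copper sulfate for 20 hr.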
The depositor's hits bear a star; ? = inconclusive; / = not tested or not shown; & = joins results of further samples; [ ] = another dose, or the depositor's remark. Unless noted, calls come from the whole dose curve; as a rule, active = well fitted curve in the direction sought with a large enough effect; inconclusive = small, poorly fitted or top-dose-only effect, or another doubt; inactive = no such curve, though single readings can be large; an effect the other way counts as inactive or inconclusive.

SMILES	NPC1 promoter act	Tb PFK inh	p53 reactivator	ELG1 DNA repair	TRPV1 agonist	VP16 counter	ELG1 genotoxic	Rab9 prom act	FLuc counter	BRCA1 expr act	RORgamma inh
O=C(O)C1C2C=CC3(CN(Cc4ccco4)C(=O)C13)O2 (centres undefined)	-2%	2%	-1%	-1%	/	-2%	-3%	-1%	2%	-11%	-24%
O=C(CCN1CCN(CCO)CC1)Nc1ccc(F)c(F)c1	-1%	-1%	1%	-1%	0	1%	-1%	-8%	9%	3%	-6%
COc1cc(C)ccc1OCCOCCOc1ccc([N+](=O)[O-])cc1	-1%	-2%	-8%	0%	-4	-7%	0%	1%	-7%	-11%	28%
O=C(NCc1ccccc1Cl)C1CCC(=O)N(CCCN2CCCC2=O)C1 (centres undefined)	1%	2%	2%	-12%	-2	-7%	1%	0%	-1%	2%	-10%
COc1cc(NC(=O)c2cc3sccc3n2C)cc(OC)c1	-1%	4%	?	?	1	?	5.8µM*	12%	8.5µM*	-68%	?
CCN(CC)CCCNC(=O)c1cc2c(=O)n(C)c3ccccc3c2n1C	0%	3%	-11%	?	-1	-1%	?	-8%	2%	-1%	-35%
Cc1cc(F)ccc1N1CCC(N2CCN(C(C)C)C(CCO)C2)CC1 (centres undefined)	-3%	-3%	-2%	-18%	0	-3%	-4%	3%	-2%	-13%	2%
OC(C#CCN1CCCC1)(c1ccccc1)c1cccnc1 (centres undefined)	-2%	0%	1%	8%	3	-3%	-2%	-3%	4%	-2%	20%
N#C/C(=C/c1ccc(O)cc1)C(=O)NCc1ccc(Cl)cc1	1%	-12%	-1%	5%	12	7%	0%	0%	?	-29%	-12%
N[C@@H](C(=O)N[C@@H]1C(=O)N2C(C(=O)O)=C(Cl)CS[C@H]12)c1ccccc1	-4%	2%	2%	-5%	0	-12%&-6%	1%	3%	12%	-1%	7%&-6%
CCOC(=O)c1cc2c(ccn2C)n1CC(=O)N(Cc1ccccc1)c1ccccc1	-2%	5%	8%	-10%	13	?	-6%	-2%	4%	-20%	2%
O=C(NCC1CCCO1)c1ccc(S(=O)(=O)N2CCCCC2)cc1 (centres undefined)	-3%	0%	-7%	12%	-1	2%	3%	-4%	0%	-10%	-1%
CC(=O)C1=C(C)NC(=O)NC1c1ccccc1OCC(=O)NCCc1ccccc1 (centres undefined)	-9%	2%	4%	-7%	1	-5%	-2%	-3%	2%	-22%	10%
Fc1ccc2nc(N3CCCCC3)sc2c1	3.5µM*	-5%	?	?	4	12%	7.3µM*	0.89µM*	4.8µM*	4.5µM*	41%
CN(c1cccc(NC(=O)Cc2ccccc2)c1)S(C)(=O)=O	0%	0%	-3%	12%	-1	18%	5%	1%	0%	35%	36%
COc1ccc(NC(=O)c2ccc(OCC3CCCO3)cc2)cc1Cl (centres undefined)	?	-3%	19%	?	?	/	7%	?	2.4µM*	60%	/
CC1(C)CN(c2ccc(N3CC(C)(C)C3=O)cc2)C1=O	24%	-1%	22%	?	-1	3%	13%	?	?	?	?
O=C(NCc1ccc(Cl)cc1)C1CCN(S(=O)(=O)c2cc([N+](=O)[O-])ccc2Cl)CC1	0%	-1%	20%	11%	?	?	6%	-3%	-2%	-47%	?
CCOc1ccc(OCC(=O)Nc2ccc(OC)cc2[N+](=O)[O-])cc1	-14%	-4%	-3%	?	-4	-24%[10 µM]	14%	0%[1.84 µM]	4%	-1%	-2%
CCSc1nnc(-c2cccnc2)n1-c1ccc(Cl)c(C)c1	-1%	-1%	-2%	6%	6	-5%	2%	-3%	1%	2%	-5%
O=C(CN1CCOCC1)N1CCN(c2ccc3ccccc3n2)CC1	0%	-2%	0%	6%	20	-3%	-4%	0%	-2%	/	-6%
Cc1cc(SCC(=O)c2cccs2)n2nc(C)c(-c3ccc(Cl)cc3)c2n1	2%	0%	-9%	?	-8	?	2%	7%	-5%	-35%	1µM*
COc1ccc(C)cc1NC(=O)CCc1ccc(S(=O)(=O)N2CCOCC2)cc1	0%	-1%	-2%	-2%	1	/	1%	1%	5%	4%	/
Cc1cc(C)nc(SCC(=O)N/N=C/c2cccc([N+](=O)[O-])c2)n1	4%	0%	-10%	14%	-5	-13%	?	4%	2%	-22%	-29%
Cc1ccc(S(=O)(=O)NCc2n[nH]c(=S)n2C)cc1	0%	-4%	-3%	-1%	0	0%	1%	10%	2%	3%	15%
C[C@@]12CC(=O)NC1N(C(=O)c1cccc(C(F)(F)F)c1)C(c1ccccc1O)C2 (some centres undefined)	-1%	-5%	-2%	4%	0	2%	3%	-1%	-2%	0%	11%
COC(=O)C1=C(N)N(c2ccc(F)cc2)C2=C(C(=O)CCC2)C1c1ccc2c(c1)OCO2 (centres undefined)	1%	5%	-4%	1%	2	-6%	0%	0%	0%	-16%	0%
c1cnc2ccc3ncccc3c2c1	10%	1%	5%	?	-5	1%	-6%	-3%	?	11%	-9%
CCCC1Cc2c(sc(NC(=S)NC(=O)c3ccccc3)c2C#N)CO1 (centres undefined)	-4%	-4%	15%	3%	5	?	0%	2%	-18%	/	4.5µM*
O=C(CSCc1ccccc1)N/N=C/c1ccccc1OCc1ccccc1	4%	-9%	?	?	3	-5%	-6%	13%	-15%	0%	-7%
Cc1ccc(-n2c(O)c(C=Nc3cc(C)on3)c3ccccc3c2=O)c(C)c1	-14%	3%	-8%	?	?	11%	1%	-14%	-14%	-32%	67%
O=C(O)c1ccc(N2CCCCC2)cc1O	16%	-10%	16%	?	1	-3%	6%	1%	15µM*	64%	21%
CC(=O)c1cccc(NC(=S)NC(=O)CC(C)C)c1	12%	1%	?	21%	5	7.9µM*	18%	9%	-3%	26%	?
CC(=O)c1ccccc1OCC(O)CNC1CCCC1 (centres undefined)	-1%	-3%	1%	20%	4	3%	-3%	-2%	0%	24%	-20%
COc1cc(C(=O)Nc2nc(C)cc(C)n2)cc(OC)c1OC	0%	0%	-3%	-3%	1	-6%	0%	5%	0%	1%	-3%
COc1ccc(S(=O)(=O)c2c(O)c3ccc(C(=O)Nc4ccccc4Cl)cc3[nH]c2=O)cc1	1%	-21%	6%	12%	-5	-8%	0%[9.26 µM]	8%	-10%	-7%	-7%
Cc1cccc(NC(=O)c2cc(NC(=O)c3ccco3)ccc2Cl)n1	-1%	-3%	-7%	12µM*	13	0%	-11%	-5%	?	20%	39%
CC(C)n1c(-c2ccco2)csc1=Nc1cccnc1	1%	1%	-8%	?	3	?	-9%	2%	?	-35%	?
CCCN1CCN(C(=O)c2ccc(CS(=O)c3ccc(Cl)cc3)o2)CC1 (centres undefined)	2%	2%	7%	14%	3	-8%	2%	-1%	-1%	-7%	-28%
c1ccc2c(c1)CN1CCCC1=N2	0%	0%	-3%	-7%	-2	-3%&-1%&-4%	0%	3%	0%	1%	2%&-26%&5%

Some of these compounds in order of the NPC1 promoter act value, rising:
| SMILES | NPC1 promoter act |
| --- | --- |
| CC(=O)c1ccccc1OCC(O)CNC1CCCC1 (centres undefined) | -1% |
| COc1ccc(S(=O)(=O)c2c(O)c3ccc(C(=O)Nc4ccccc4Cl)cc3[nH]c2=O)cc1 | 1% |
| O=C(O)c1ccc(N2CCCCC2)cc1O | 16% |

Next entries follow.
SMILES	NPC1 promoter act	Tb PFK inh	p53 reactivator	ELG1 DNA repair	TRPV1 agonist	VP16 counter	ELG1 genotoxic	Rab9 prom act	FLuc counter	BRCA1 expr act	RORgamma inh
Cc1ccccc1S(=O)(=O)N1CCN(C)CC1	-1%	-3%	/	-11%	3	4%	-6%	-5%	0%	24%	-8%
COc1cc2c(cc1OC)C(=O)N1[C@H]3c4cc(Cl)ccc4OC[C@@H]3[C@H](c3ccccc3)[C@]1(C)C(=O)N2	-10%	0%	-2%	?	-4	/	-1%	-5%	-2%	-6%	/
Cc1occc1C(=O)Nc1c(Cl)cccc1Cl	-3%	-2%	8%	6%	0	-4%	-1%	3%	0%	-8%	28%
O=C(Nc1nnc(Cc2ccc(Cl)cc2)s1)c1ccco1	20%	-9%	9%	?	5	11%	?	1%	-20%	?	39%
CCOC(=O)C1=CN(Cc2cccc(F)c2)S(=O)(=O)N(CC)C1c1ccccc1 (centres undefined)	/	0%	7%	-4%	/	/	-1%	/	/	-5%	/

Screening data from PubChem.
